# TDP-43 yeast inh – rescues yeast growth from TDP-43 toxicity. TDP-43 expressing yeast growth rescue, BacTiter-Glo, 24 h. Potency, µM (series often up to 46.1 µM), for the others: at the top dose growth rescue (activation), actives largely listed as activators. actives 1.8% (n = 410,000); also: potency is read from the fitted curve at half-maximal effect; % of control where 0% means no effect; nearly all actives have a fitted effect of over 50% in size
#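 Yeast cells expressing TDP-43 under galactose induction are exposed to compounds for 24 hr at 30 deg C. BacTiter-Glo luminescence measures growth, so protective compounds score as activators.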
# Abeta rescue – restores growth of yeast expressing A-beta42 peptide. yeast expressing A-beta42, growth rescue, OD600, 48 h; response scale: 0% DMSO, 100% iron-clioquinol control. Potency, µM (highest dose often 46.1 µM), for inactives: at the top dose growth rescue, usual class: activators. actives 0.063% (n = 410,000); also: potency is read from the fitted curve at half-maximal effect; nearly all actives have a fitted effect of over 55% in size
#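 Yeast growth medium received pinned compounds, then yeast cells expressing toxic A-beta were added; plates incubated at 30 C for 48 hr. Growth read as absorbance at 600 nm, normalized to DMSO and equimolar FeCl3 plus clioquinol controls.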
# aSyn rescue – alpha-synuclein toxicity inhibition in yeast; Yeast expressing alpha-synuclein, growth rescue, BacTiter-Glo, 24 h; Potency, µM (highest dose often 46.1 µM), inactives show top-dose growth rescue (activation), most hits filed as activators; actives 0.14% (n = 370,000); AID 652106; also: potency is read from the fitted curve at half-maximal effect; % of control where 0% means no effect; nearly all actives have a fitted effect of over 65% in size
#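 Screening used galactose-induced yeast with toxic alpha-synuclein levels, exposed to compound for 24 hr at 30 deg C. Cell growth, read with BacTiter-Glo luminescence, gave the measured signal.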
# EPAC2 antagonist – blocks human EPAC2 exchange factor | AID 720708 | EPAC2 GEF exchange of Rap1B-BODIPY-GDP, fluorescence | Q8WZA2 | actives 0.18% (n = 360,000) | Potency, µM (series often up to 114 µM), for the others: top-dose activity, negative = inhibition, most hits filed as inhibitors; also: potency is read from the fitted curve at half-maximal effect; % is scaled to controls: 0 for no effect and ±100 for the full control effect; nearly all actives have a fitted effect of over 45% in size; many of its hits are not listed in these tables
# FUS yeast rescue – suppressors of FUS proteinopathy in yeast. AID 1347120. Potency, µM (series often up to 76.6 µM), for inactives: at the top dose growth rescue (activation), most hits filed as activators. actives 0.24% (n = 390,000). S. cerevisiae FUS-expressing, growth rescue, OD600, 24 h;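 also: potency is read from the fitted curve at half-maximal effect; plate controls were DMSO vehicle for no effect and reference control for full effect; nearly all actives have a fitted effect of over 55% in size; some results filed as inactive show a strong effect at the top dose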
#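 Read-out: OD at 600 nm after 24hr at 30C, reporting rescue of FUS-induced yeast toxicity. Cells at OD 0.005 in galactose (2%) minimal medium; compounds tested in a dilution series; CP55940 titration from 92uM final as control.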
# D3 antag – blocks the human D3 dopamine receptor; P35462; D3R cells, DiscoveRx beta-arrestin luminescence, antagonist mode; hits give low values; max response, negative = inhibition, %; actives 2.5% (n = 360,000); in the data active = max response below about -50%; inconclusive = no clear call, values can overlap the other calls; also: % is scaled to controls: 0 for no effect and ±100 for the full control effect; mostly tested at two doses, the higher about 12 µM
# Target sequence (P35462 whole entry, looked up): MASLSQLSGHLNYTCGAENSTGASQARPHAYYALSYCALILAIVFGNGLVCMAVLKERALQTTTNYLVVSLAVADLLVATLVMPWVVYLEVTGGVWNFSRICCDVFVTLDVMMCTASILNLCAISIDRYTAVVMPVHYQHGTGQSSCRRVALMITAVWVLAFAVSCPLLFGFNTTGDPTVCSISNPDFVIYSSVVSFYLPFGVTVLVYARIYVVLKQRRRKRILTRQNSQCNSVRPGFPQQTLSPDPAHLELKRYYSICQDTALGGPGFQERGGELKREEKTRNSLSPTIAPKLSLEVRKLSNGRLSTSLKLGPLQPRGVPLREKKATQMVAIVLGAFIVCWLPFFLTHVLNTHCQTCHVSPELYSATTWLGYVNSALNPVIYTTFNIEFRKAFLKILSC
#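 Cells plated overnight at 1500 cells/well, then exposed to library compounds with dopamine controls for 90 minutes at 37 degrees C. DiscoveRx reagent added for 30–60 minutes at room temperature; luminescence read, quantitative HTS format.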
# D3 ag – agonists of human D3 dopamine receptor; P35462; D3R DiscoveRx beta-arrestin cells, luminescence, 90 min; max activation, %; actives 0.58% (n = 410,000); AID 652048; in the data active = max activation above about 30%; also: 0% is about no effect; mostly tested at two doses, the higher about 12 µM
#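 Agonist mode: compounds and dopamine controls were applied to plated cells for 90 min at 37 degrees C after an overnight attachment at 1500 cells/well. Luminescent read-out followed 30 - 60 minutes at room temperature with DiscoveRx detection reagent.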
# EPAC2 ag – agonists of human EPAC2 (RAPGEF4). EPAC2 activation, biochemical qHTS; response scale: 100% = 6.5 mM cAMP response. Potency, µM (series often up to 154 µM), for inactives: at the highest dose activation, usual class: activators. actives 0.079% (n = 360,000). AID 720711; also: potency is read from the fitted curve at half-maximal effect; nearly all actives have a fitted effect of over 50% in size
#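 Setup: EPAC2 100 nM, labeled Rap1B complex 250 nM, free GDP 50 uM. Compound titrations pinned in, brief spin, 5 min room temperature incubation. Kinetic fluorescence read over 30 min, normalized to 6.5 mM cAMP.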
# * hit, by the source's call; ? = inconclusive; . = not tested or not shown; [ ] = another dose, or the depositor's remark. Unless noted, calls follow the shape of the dose curve; as a rule, active = well fitted curve in the direction sought with a large enough effect; inconclusive = small, poorly fitted or top-dose-only effect, or another doubt; inactive = no such curve, though single readings can be large; an effect the other way counts as inactive or inconclusive.
cpd	compound	EPAC2 antagonist	EPAC2 ag	FUS yeast rescue	aSyn rescue	Abeta rescue	D3 ag	TDP-43 yeast inh	D3 antag
1	COc1ccc(CC2SC(N)=NC2=O)cc1 (stereo not given)	-1.9%	1.3%	13.9%	-5.5%	8.4%	3.8	13.1%	-8.9
2	CCOC(=O)C1(C)CCN1C(=O)c1cc(F)ccc1C (stereo not given)	11.1%	9.7%	-5.9%	2.3%	4.0%	3.2	25.9%	24.9
3	CCN1CCOC(=O)C1CC(=O)Nc1cccc(OC)c1 (stereo not given)	.	.	13.4%	.	-92.6%[inhibitor]	-3.2	?	.
4	N=c1c(C(=O)NC2CCCCC2)cc2c(=O)n3ccccc3nc2n1CC1CCCO1 (stereo not given)	11.5%	12.2%	8.6%	19.4%	-7.5%	8.5	-3.3%	-15.2
5	N#Cc1ccc(-c2nc3c4ccccc4ccn3c2Cc2ccccc2C(F)(F)F)cc1	?	-16.2%	26.7%	13.4%	10.2%	-1.7	?	11.6
6	COc1ccccc1Nc1nc(N(C)c2ccccc2)nc(N)c1[N+](=O)[O-]	-0.3%	1.1%	-28.4%	-3.8%	-14.1%	3.0	13.0%	10.6
7	CCOC(=O)c1c(C)[nH]c(C)c1S(=O)(=O)N1CCC(C(=O)Nc2ccccn2)CC1	.	.	3.2%	.	-5.7%	4.0	0.0%	.
8	C/C(=N\NC(=O)c1ccc(F)cc1)c1ccccn1	-4.2%	3.9%	-32.2%	4.3%	-9.3%	-17.3	10.2%	-113.2*
9	CCc1cc(OCCCSc2nc(C)cc(=O)[nH]2)ccc1Cl	-3.6%	17.5%	?	-11.9%	-10.3%	24.3	-16.6%	26.7
10	Cc1cnc(NC(=O)CSc2nnc(CNc3ccc(F)cc3)n2CC2CCCO2)s1 (stereo not given)	-0.1%	0.9%	15.8%	1.7%	2.5%	-5.4	8.7%	16.5
11	O=c1c(-c2ccccc2)nc2ccccc2n1C(c1ccccn1)c1nc2ccccc2[nH]1 (stereo not given)	-8.5%	9.3%	?	11.9%	-0.3%	1.3	16.4%	-8.3
12	CC(C)NC(=O)c1cc(C(=O)c2cc(Cl)ccc2O)coc1=N	-5.4%	4.5%	?	0.5%	8.6%	-5.1	-7.7%	-17.5
13	CCOc1ccccc1NC(=O)CSc1nnnn1-c1ccc(C(=O)OC)cc1	6.4%	2.0%	20.9%	3.0%	10.6%	1.3	-8.2%	40.3
14	Cc1ccc(O)c(Cn2nnc3ccccc32)c1	10.2%	2.2%	-26.9%	14.7%	2.2%	-8.3	18.8%	-15.1
15	CC1CCCN(c2nc3c(c(=O)[nH]c(=O)n3C)n2Cc2ccccc2Cl)C1 (stereo not given)	-25.5%	6.3%	0.3%	-11.0%	-19.3%	-0.6	-2.9%	1.1
16	CCOc1ccc(NC(=O)CN(C)C(=O)C2CCCO2)cc1OCC (stereo not given)	11.4%	-0.3%	-1.0%	2.5%	-1.6%	10.9	-1.1%	3.4
17	O=C1COC(c2ccccc2O)=NN1CCCl	-4.6%	2.6%	15.8%	1.1%	-4.6%	-11.0	26.9%	0.0
18	CCOc1cnn(-c2ccccc2)c(=O)c1Cl	0.0%	-4.1%	-33.8%	4.9%	-0.1%	-1.2	?	-2.1
19	CN(CC(=O)Nc1ccccc1Cl)S(=O)(=O)c1ccc(C(=O)N2CCOCC2)s1	.	.	4.4%	.	-11.5%	-5.9	4.7%	.
20	CC(=O)Nc1ccc(S(=O)(=O)NNC(=O)c2cccc([N+](=O)[O-])c2)cc1	0.3%	5.1%	3.3%	-7.1%	7.8%	-7.0	-1.9%	-27.9
21	COCC(C)NC(=O)NC(=O)c1ccc(Cl)cc1 (stereo not given)	-5.7%	8.9%	-2.4%	1.8%	10.1%	-5.1	-7.5%	-103.9*
22	O=C(Nc1ccccc1F)c1nc(SCc2ccc(F)cc2)ncc1Cl	.	.	-20.5%	.	-6.8%	-7.4	5.2%	.
23	COc1ccc(N(C(=O)c2cccc([N+](=O)[O-])c2)S(=O)(=O)c2ccc3c(c2)n(C)c(=O)n3C)cc1	7.2%	5.0%	23.7%	-0.8%	-4.1%	-12.1	-14.0%	25.2
24	CCCCN(CCCNC(=O)c1ccc(CS(=O)(=O)c2c(Cl)cccc2Cl)o1)Cc1ccccc1	-8.3%	-0.4%	2.5%	-1.3%	1.7%	-13.2	-7.6%	-22.9

# Random excerpt: two entries already listed
cpd	compound	EPAC2 antagonist	EPAC2 ag	FUS yeast rescue	aSyn rescue	Abeta rescue	D3 ag	TDP-43 yeast inh	D3 antag
20	CC(=O)Nc1ccc(S(=O)(=O)NNC(=O)c2cccc([N+](=O)[O-])c2)cc1	0.3%	5.1%	3.3%	-7.1%	7.8%	-7.0	-1.9%	-27.9
19	CN(CC(=O)Nc1ccccc1Cl)S(=O)(=O)c1ccc(C(=O)N2CCOCC2)s1	.	.	4.4%	.	-11.5%	-5.9	4.7%	.

# Additional records.
cpd	compound	EPAC2 antagonist	EPAC2 ag	FUS yeast rescue	aSyn rescue	Abeta rescue	D3 ag	TDP-43 yeast inh	D3 antag
25	CCc1ccc(CNC(=O)COc2cc(=O)n(CC)c3ccccc23)cc1	.	.	52.9%	.	-20.0%	-30.3	0.3%	.
26	CC(=O)N1CCN(c2ccccc2NC(=O)c2ccc3ccccc3c2)CC1	?	-2.3%	13.6%	2.7%	3.7%	12.2	2.0%	0.1
27	CC(=O)c1ccc(N2CCN(C(=O)C3CCCN(S(=O)(=O)c4ccc(Br)s4)C3)CC2)cc1 (stereo not given)	.	.	-5.3%	.	-9.9%	-1.4	?	.
28	CCOC(=O)c1sc(NC(=O)Cn2nnc3sc4c(c3c2=O)CCCC4)nc1C	-1.7%	8.6%	30.5%	?	3.3%	-5.9	1.9%	7.9
29	N#Cc1ccc(-c2cccs2)nc1SCc1ccc(Br)cc1	.	.	10.1%	.	-2.2%	7.5	-1.7%	.
30	COCCNC(=O)C(=O)Nc1ccc(Br)cc1	11.9%	6.6%	4.5%	-5.3%	-13.4%	-0.1	-3.5%	-15.3
31	CCOC(=O)N1CCN(Cc2nc3ccc([N+](=O)[O-])cc3c(=O)n2-c2ccc(OC)cc2OC)CC1	-5.9%	5.6%	10.3%	0.7%	-0.6%	13.0	-2.5%	5.6
32	Fc1ccc(N/N=C/c2ccncc2)c(F)c1	-2.1%	-3.3%	.	1.1%	-3.8%	-6.3	15.8%	-1.4
33	COc1ccc(N2CCN(S(=O)(=O)CCNC(=O)C3CC3)CC2)cc1	35.4%[activator]	2.0%	15.6%	-1.3%	-6.3%	-6.9	-16.1%	6.5
34	COc1ccc(S(=O)(=O)N2CC(O)CC2C(=O)OCc2nc3sc(C)c(C)c3c(=O)[nH]2)cc1 (stereo not given)	9.3%	-5.2%	?	6.9%	-9.5%	4.1	-18.8%	-2.4
35	COc1ccc(CCC(=O)OCC(=O)NCc2ccc3c(c2)OCO3)cc1	0.0%	4.7%	-1.7%	9.5%	-11.4%	8.1	?	12.9
36	CCCOC(=O)c1c(NC(=O)CCCn2nc([N+](=O)[O-])c(Cl)c2C)sc(C(=O)OC)c1C	-1.0%	-3.9%	13.1%	-0.5%	-13.6%	0.4	-10.8%	24.6
37	CCOC(=O)c1sc(NC(=O)COC(=O)c2ccco2)nc1C	-21.8%[57.1 µM]	7.9%	9.8%	-16.0%	2.7%	6.0	-8.0%	13.9
38	Cc1nc(-c2cccc(F)c2)sc1CCNC(=O)Cc1ccc(F)cc1	.	.	29.5%	.	-21.0%	-5.7	?	.
39	Cc1cccc(-n2c(=O)c3c4c(sc3n3c(=S)[nH]nc23)CCC4)c1	10.7%	-0.2%	21.4%	0.9%	4.0%	12.7	-16.4%	-11.0
40	O=C(OCCO)c1c(C2=CCCCC2)oc2c1C(OCCO)CCC2 (stereo not given)	10.5%	-1.5%	2.3%	-2.1%	-12.9%	-5.3	17.9%	0.0
41	CCN(c1ccc(F)cc1)S(=O)(=O)c1ccc2[nH]cc(C(=O)NCCCN3CCOCC3)c(=O)c2c1	1.8%	4.6%	-3.9%	-1.0%	0.7%	2.5	-8.9%	5.6
42	COc1ccc(C2C(C(=O)c3ccc(C)o3)=C(O)C(=O)N2CC2CCCO2)cc1OC (stereo not given)	-5.0%	6.0%	24.0%	-7.6%	14.5%	2.3	-4.8%	0.5
43	CN(C)S(=O)(=O)c1cccc(-c2cn3cccnc3n2)c1	0.2%	0.3%	-13.0%	-0.7%	-8.6%	1.3	14.6%	1.2
44	CC(C)c1cc(C(=O)NNC(=S)NC2CCCCC2)cs1	-6.7%	4.7%	24.4%	0.5%	?	-19.9	9.2%	-53.0*
45	CSc1ncc(Cl)c(C(=O)Nc2nc3ccc(F)cc3s2)n1	.	.	-7.4%	.	-10.0%	-3.4	15.3%	.
46	Cc1ccc(C(C)C)c(OCCNC(=S)Nc2cccc3ccccc23)c1	-4.9%	3.1%	24.1%	14.5%	34.7%	-16.0	4.8%	?
47	CN(C)S(=O)(=O)c1ccc(C(=O)NCC(=O)N/N=C/c2cccs2)cc1	-10.5%	5.3%	-20.3%	0.0%	-8.8%	-0.3	7.2%	-9.8
48	CCOC(=O)[C@]12CCC=C1N(CCC1=CCCCC1)C(=O)[C@H](CC(=O)NCCCOC)C2	9.8%	1.0%	7.9%	-3.0%	-26.6%	0.4	21.6%	54.9
49	COc1ccc(C(=O)NCCCN2CCCC2=O)cc1	6.0%	-2.0%	1.0%	-0.8%	14.9%	5.0	9.0%	18.9
50	Cc1nc(C(F)(F)F)ccc1C(=O)NCC(O)c1ccccc1 (stereo not given)	4.8%	-5.7%	-28.2%	-19.8%	-27.3%	0.6	-8.1%	-3.2

# Whole records as entered above. Screens in order: EPAC2 antagonist | EPAC2 ag | FUS yeast rescue | aSyn rescue | Abeta rescue | D3 ag | TDP-43 yeast inh | D3 antag
# `CSc1ncc(Cl)c(C(=O)Nc2nc3ccc(F)cc3s2)n1` as listed: . | . | -7.4% | . | -10.0% | -3.4 | 15.3% | .
# `COc1ccc(C(=O)NCCCN2CCCC2=O)cc1` as listed: 6.0% | -2.0% | 1.0% | -0.8% | 14.9% | 5.0 | 9.0% | 18.9

# These rows are one share of the data (hit frequency here may not be typical).
